UPR CHOP act: activators of apoptotic arm of unfolded protein response (CHOP) | 0.34% of 330,000 active | activation, % at 10 µM | AID 449763 | CHO-CHOP luciferase reporter, UPR activation, luminescence; percent of tunicamycin response over DMSO baseline;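 active = at 10 µM dose, activation of 40% or more, normalized to positive control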;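 also: 100% = tunicamycin at 10 µg/mL and 0% = DMSO alone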
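Evaluation: % reporter activation, DMSO baseline versus tunicamycin full activation; System: CHO-CHOP luciferase reporter cell line; Input: 500 cells/well; Incubation: 6 h compound treatment, 37 °C; Measured by: Steady-Glo luciferase luminescence; Dosing: one dose, 10 µM in 0.5% DMSO; Buffer or medium: F12 medium, 10% FBS; Benchmarks: positive tunicamycin 10 µg/mL, negative DMSO alone.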
tim10-1 inh: tim10-1 yeast growth inhibition; inhibition, % at 20 µM; 2.2% of 330,000 active; AID 463190; S. cerevisiae tim10-1 ts strain growth, BacTiter-Glo, 24 h;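 active = inhibition of at least 40%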;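 also: mutant grown at 25 °C; 0% = DMSO wells with yeast and 100% = wells holding no yeast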
Mdm2-MdmX inh: disrupts the human Mdm2-MdmX interaction. O15151+Q00987. SaOS-2 split-luciferase Mdm2/MdmX complementation, luminescence. inhibition, % at 8 µM. 3% of 330,000 active. AID 485346;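 active = inhibition of at least 50% at 8 µM in the primary screen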
Target sequence (O15151 whole entry, looked up): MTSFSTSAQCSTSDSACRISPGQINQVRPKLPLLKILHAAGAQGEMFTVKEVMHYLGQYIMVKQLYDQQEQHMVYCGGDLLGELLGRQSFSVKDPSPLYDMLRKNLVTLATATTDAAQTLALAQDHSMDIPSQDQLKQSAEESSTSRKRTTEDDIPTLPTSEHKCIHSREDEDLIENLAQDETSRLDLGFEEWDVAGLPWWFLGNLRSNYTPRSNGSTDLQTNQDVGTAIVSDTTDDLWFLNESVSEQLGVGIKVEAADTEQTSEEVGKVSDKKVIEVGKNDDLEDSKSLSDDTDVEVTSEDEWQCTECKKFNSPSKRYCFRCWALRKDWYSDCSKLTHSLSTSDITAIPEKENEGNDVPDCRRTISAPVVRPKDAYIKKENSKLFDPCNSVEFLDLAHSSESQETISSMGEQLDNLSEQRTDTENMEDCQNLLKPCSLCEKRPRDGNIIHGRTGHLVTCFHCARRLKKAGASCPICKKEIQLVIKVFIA
Target sequence (Q00987 whole entry, looked up): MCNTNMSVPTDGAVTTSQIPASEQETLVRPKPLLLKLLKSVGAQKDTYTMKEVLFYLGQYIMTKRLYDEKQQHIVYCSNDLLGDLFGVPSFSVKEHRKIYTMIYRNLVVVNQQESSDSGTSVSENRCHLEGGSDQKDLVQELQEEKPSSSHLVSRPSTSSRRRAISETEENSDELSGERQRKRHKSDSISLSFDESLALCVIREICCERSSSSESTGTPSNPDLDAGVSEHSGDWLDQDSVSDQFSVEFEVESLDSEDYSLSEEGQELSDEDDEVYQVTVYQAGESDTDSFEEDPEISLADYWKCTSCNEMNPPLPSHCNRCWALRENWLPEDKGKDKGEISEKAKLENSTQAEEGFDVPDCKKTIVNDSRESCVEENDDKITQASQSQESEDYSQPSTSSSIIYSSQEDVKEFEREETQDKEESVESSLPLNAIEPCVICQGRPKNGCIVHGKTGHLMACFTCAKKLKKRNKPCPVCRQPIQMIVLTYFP
UPR XBP1 act: adaptive UPR (XBP1) activation; CHO-XBP1 luciferase reporter, IRE1-XBP1 UPR activation, luminescence; percent of tunicamycin response, DMSO as zero; 0.33% of 330,000 active; activation, % at 20 µM; AID 463104;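 active = versus positive control, 20 µM dose yields 30% or more activation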;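 also: 100% = tunicamycin at 10 µg/mL and 0% = DMSO only wells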
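Material: CHO-XBP1 cells stably carrying IRE1-XBP1-driven luciferase reporter | Medium: F12 with 10% serum | Compound dosing: 20 µM single concentration, DMSO 1% | Incubation: Overnight seeding at 37 °C, 6 h compound treatment at 37 °C | Detection: Steady-Glo luminescence read | Read-out basis: % activation of reporter signal versus tunicamycin and DMSO controls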
APJ ag: activates the human apelin receptor APJ; P35414; CHO-K1 APJ PathHunter beta-arrestin, luminescence; 0% DMSO wells, 100% apelin; activation, % at 20 µM; 0.11% of 330,000 active; AID 2520;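 active = activation more than six SD over the plate average, tested at 20 µM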;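 also: 0% = DMSO alone and 100% = apelin-13 at 10 nM; some results filed as inactive read as strong as hits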
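Assay system – PathHunter CHO-K1 APJ (AGTRL-1) beta-arrestin reporter cells · Compound – one dose, 20 µM compound, 1% DMSO · Timing – compound 90 min 25 °C, reagent 1 h · Measured by – luminescence from split beta-galactosidase complementation, Galacton Star/Emerald II substrate · Measure – beta-arrestin recruitment to APJ as agonist activity, luminescent signal · Benchmarks – DMSO vs Apelin-13 10 nM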
TIM10 inh: inhibits growth of TIM10 yeast strain | S. cerevisiae TIM10 strain growth, BacTiter-Glo luminescence, 24 h | inhibition, % at 10 µM | 1.4% of 330,000 active | AID 463195;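 active = inhibition of 40% or more at the single tested concentration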;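 also: wild-type TIM10 isogenic control strain grown at permissive 25 °C; 0% = DMSO yeast wells and 100% = minimal medium wells without yeast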
NR3A LBD binder: NR3A (human) ligand-binding domain modulation; Tm shift relative to glycine control, % at 25 µM; 2.5% of 340,000 active; NR3A LBD differential scanning fluorimetry, Tm shift; 0% = protein alone, 100% = glycine-bound protein;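 active = melting temperature shift of at least 10% of the positive control shift, at one fixed dose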
tim23-1 inh: growth inhibitors of tim23-1 mutant yeast; S. cerevisiae tim23-1 growth, BacTiter-Glo luminescence, 24 h; inhibition, % at 20 µM; 1.3% of 330,000 active;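 active = growth inhibition of the mutant yeast at or above 50%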;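 also: temperature-sensitive mutant grown at 25 °C; plate controls were DMSO-treated mutant yeast for no effect and medium wells lacking yeast for full effect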
NALP3 yeast inh: blocks the NALP3 inflammasome reconstituted in yeast | Yeast reconstituted NLRP3/ASC/caspase-1, beta-gal luminescence, 24 h | inhibition, % at 10 µM | 0.39% of 330,000 active;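 active = inhibition of 50% or more; inactive = inhibition below 50%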;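 also: plate controls were induced DMSO wells for no effect and uninduced yeast grown without galactose for full effect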
* marks the source's active call; other numbers are inactive results; . = not tested or not shown; & = joins results of further samples.

SMILES	UPR CHOP act	tim10-1 inh	Mdm2-MdmX inh	UPR XBP1 act	APJ ag	TIM10 inh	NR3A LBD binder	tim23-1 inh	NALP3 yeast inh
COc1ccc(NC(=O)C(=O)N/N=C(\C)CC(=O)Nc2ccccn2)c(OC)c1	-0.2	10	5	-1	2	18	-1	12	15
Cc1cc(S(=O)(=O)NCC(C)C)ccc1OCC(=O)NCC1CCCO1 (stereo not drawn)	1.5	-1	26	-4	-5	4	1	-12	4
O=C(C1=C[C@H](c2ccccc2)C[C@H](OCCCCO)O1)N1CCOCC1	-2.2	17	4	-1	0	2	-1	16	-16
O=C(Cc1ccc(Cl)cc1)NCC(=O)N1CCN(Cc2ccccc2)CC1	-0.2	2	18	-2	0	8	0	11	0
O=C(COc1ccccc1)N=C1SC2CS(=O)(=O)CC2N1CCc1ccccc1 (stereo not drawn)	1.0	6	14	-2	1	-2	0	-4	5
O=C(Nn1cnnc1)c1cc(-c2ccccn2)nc2ccccc12	-1.4	0	3	2	-1	0	2	-3	3
C=CCOc1ccccc1CNc1ccccc1C	0.0	-9	17	-3	-4	-5	3	8	2
O=C(CCN1N=C(c2ccccc2)CCC1=O)NCC1COc2ccccc2O1 (stereo not drawn)	-2.0	27	-6	-4	2	-5	1	13	16
CCCCCn1c(CNC(=O)CC)nc2ccccc21	1.3	-15	9	-2	-3	-1	-1	19	0
CC(=O)c1cccc(NC(=O)N2CCCC2C(=O)NC2CCCCC2)c1 (stereo not drawn)	1.4	3	6	-3	3	-5	2	13	14
Cc1nnc(N/N=C/c2c(O)n(-c3cccc(C(F)(F)F)c3)c(=O)c3ccccc23)[nH]c1=O	-0.3	16	-4	-1	0	-1	.	8	14
COCCCNC(=O)C1CC(=O)OC1c1ccc(OC)c(OC)c1 (stereo not drawn)	-2.7	6	21	-1	3	-3	1	13	8
C1COCCNCCOCCOCCN1	-0.2	-1	7	-3	2	-6	2	5	15
C[C@H](CO)N1C[C@H](C)[C@@H](CN(C)C)Oc2c(NC(=O)CCC(F)(F)F)cccc2C1=O	-0.5	-10	2	0	-2	-6	-1	2	9
CC(=O)Nc1ccc(NC(=O)C2CC(=O)N(c3cccc(Cl)c3)C2)cc1 (stereo not drawn)	-1.1	6	15	1	0	3	-1	9	27
COCCOC(=O)C1=C(C)NC2=C(C(=O)CC(C)(C)C2)C1c1ccc2c(c1)OCO2 (stereo not drawn)	-0.4	18	5	2	-5	16	-1	8	6
O=C(Nc1ccccc1C(=O)NCCCN1CCOCC1)c1cccc([N+](=O)[O-])c1	-0.2	-1	5	-8	0	1	1	-2	21
CC(=O)c1ccc(S(=O)(=O)N2CCC(c3nnc(SCCN4CCCC4)n3C)CC2)cc1	-0.2	3	7	-2	1	-13	0	12	4
O=C(O)C1CCCCC1C(=O)Nc1ccccc1F (stereo not drawn)	1.8	2	18	0	-1	-12	0	14	3
CCc1cc2c3c(c1)C(C)CC(C)(C)N3C(=O)C2=O (stereo not drawn)	8.3	2	3	16	-2	-7	-1	46	9
CC(=O)NC1C(c2nc3ccccc3s2)=C(c2ccccc2)C(=O)N1c1ccc(C)cc1 (stereo not drawn)	3.6	53*	-26	6	4	51*	-3	34	16
COc1ccc(-c2nc(-c3ccncc3)no2)cc1OC	7.8	25	-26	7	-2	16	2	-8	16
C#Cc1cccc(-n2nnc(C(=O)OC)c2-c2ccccc2)c1	0.5	21	-12	5	-3	-10	0	25	7
O=S(=O)(c1ccccc1)n1ccc2cccnc21	-0.6	-1	17	-3	-5	0	0	8	2
COc1cccc(CN(C)C(=O)c2ccc(NC(=O)CC3SC(N4CCCC4)=NC3=O)cc2)c1OC (stereo not drawn)	-0.8	2	20	6	-3	0	-2	-11	16
Cc1cc(Nc2ccccc2)nc(N2CCOCC2)n1	1.5	-9	2	-1	0	-8	-1	9	16
CCOC(=O)N1CCC(N2Cc3cccc(C(=O)N4CCN(C5CCCCC5)CC4)c3C2=O)CC1	1.6	-3	-11	-2	6	-10	0	6	11
N=c1c2c(-c3ccccc3)c(-c3ccccc3)n(Cc3ccccc3)c2ncn1CCO	5.0	47*	73*	3	0	48*	-1	32	8
CS(=O)(=O)n1nc(-c2ccco2)nc1N	-0.4	4	15	0	0	0	-3	17	7
COc1ccc(Cl)cc1NC(=S)Nc1ccccc1F	-1.3	27	8	0	-4	7	-12	27	4
CCCSc1nc2c(c(=O)[nH]c(=O)n2C)n1CC(O)COc1ccccc1 (stereo not drawn)	8.7	3	7	7	0	-5	0	-14	-3
OCCC1CN(Cc2cnc(N3CCOCC3)s2)CCN1C1CCCC1 (stereo not drawn)	0.3	6	-31	-1	-4	4	-1	-13	4
CCOC(=O)CN1NC2(CCCCC2)NC1=S	1.3	13	-4	-2	-3	15	1	13	21
c1ccc(COC2CCCN(Cc3nc(-c4cnccn4)no3)C2)nc1 (stereo not drawn)	-1.0	6	-21	-1	-3	0	2	-2	-9
O=C(c1cccc(C(F)(F)F)c1)C1CCCN(C(=O)CN2CCOC2=O)C1 (stereo not drawn)	2.4	-2	11	-1	-9	7	11*	5	-1
O=[N+]([O-])c1c(NCCCO)cc(N2CCCCCC2)c2nonc12	-0.1	13	-7	-2	-1	7	-5	10	11
CCN(C(=O)CN1C(=O)CN(C)C1=O)c1cccc2ccccc12	0.4	-2	6	-3	-3	-6	2	-2	15
CCCCC(=O)Nc1ccc(C(=O)Nc2ccc(S(=O)(=O)Nc3nccc(C)n3)cc2)cc1	1.4	-3	5	-1	-3	11	6	-5	5
Cc1nn(Cc2noc(C(=O)NCC3CCCO3)n2)c(C)c1Br (stereo not drawn)	-2.1	7	7	0	-2	-5	0	-2	12
CC1(C)SC2C(NC(=O)COc3ccccc3)C(=O)N2C1C(=O)O (stereo not drawn)	0.7&-0.6	8&-7	-12&19	-8&0	-4&-4	-3&-11	1&-4	13&2	13&-4
Cc1cc(C)c2c(c1)/C(=N/NC(=S)Nc1ccc(F)cc1)CCC2	-1.3	36	-6	-1	3	18	-4	9	-3
CCn1c(CNC(=O)c2ccccc2F)nnc1SCc1nc2ccccc2c(=O)[nH]1	-1.8	7	9	1	-1	2	.	7	-4
O=C(N/N=C/c1ccc(C(F)(F)F)cc1)c1ccc(O)cc1	3.4	-4	-3	4	-3	5	12*	15	7
CCOc1ccc(S(=O)(=O)N2CCC(c3ccccc3)CC2)cc1C(=O)O	-1.9	-2	2	-3	-4	7	-1	0	7
COc1ccc(-c2cc(C(F)(F)F)nc(SCCC(=O)NCc3ccccc3)n2)cc1	-1.1	15	6	-1	-4	18	-2	16	4
O=C(CCc1ccccc1)NC1CCCc2ccccc21 (stereo not drawn)	0.4	-10	-11	4	-2	4	0	12	7
Cc1ccnc(NC(c2ccsc2)c2ccc3ccc(C)nc3c2O)c1 (stereo not drawn)	1.1	-27	41	-5	-2	1	0	16	39
CC(C)(C)NC(=O)C(c1ccccc1)N(C(=O)c1csnn1)C1CC1 (stereo not drawn)	-0.6	9	-17	3	8	-1	1	17	-15
O=C1NC(=O)/C(=C/c2ccco2)N1	-2.1	-12	17	3	-4	-3	0	-6	8
CC(C)CC(=O)Nc1c2c(nn1-c1ccc(F)cc1)CS(=O)(=O)C2	-0.5	-13	-9	-6	-4	5	-1	17	6
O=C1c2ccccc2C(=O)N1CCCCN(C(=O)c1ccco1)c1ccc(Cl)cc1	-1.5	-20	5	5	-3	-40	-3	-9	18
OCCC1CN(Cc2ccc3nsnc3c2)CCN1C1CCCC1 (stereo not drawn)	-1.6	3	-4	0	-3	6	2	5	3
O=C(C1=C(O)C(=O)N(CCN2CCOCC2)C1c1ccc(F)cc1)c1cc2ccccc2o1 (stereo not drawn)	2.3	10	7	-1	-2	-11	-1	-4	15
Cc1sc2c(=O)n3c(nc2c1C(=O)NCCCN1CCOCC1)CCCCC3	-0.6	-10	-7	1	-1	-4	0	1	9
COc1ccc(-c2ncncc2-c2ccccc2)c(O)c1	-1.1	17	41	1	-1	8	1	9	12
CSCCC(NC(=O)c1ccccc1Br)C(=O)NNC(=O)c1csc(N2CCOCC2)n1 (stereo not drawn)	0.0	6	13	1	-6	0	-1	16	20
Cc1ccc(S(=O)(=O)NC(C(=O)Oc2ccc3ccc(=O)oc3c2)c2ccccc2)cc1 (stereo not drawn)	-1.1	26	4	-2	3	16	-11	42	-2
Cc1csc(=O)n1CC(=O)OCC(=O)c1c(N)n(CC(C)C)c(=O)n(C)c1=O	0.0	15	35	-3	-1	-4	2	11	12
C=CCC1CCCCC12NC(=O)NC2=O (stereo not drawn)	1.4	-7	9	0	-4	8	0	8	-6
Cc1ccc(C(=O)c2cc([N+](=O)[O-])ccc2N2CCOCC2)c(C)c1	-0.1	32	67*	9	-9	-6	-3	27	-24

(continued)
SMILES	UPR CHOP act	tim10-1 inh	Mdm2-MdmX inh	UPR XBP1 act	APJ ag	TIM10 inh	NR3A LBD binder	tim23-1 inh	NALP3 yeast inh
CCN(CC)C(=O)Cn1c(=O)n(CC(=O)N2CCCCC2)c(=O)c2sccc21	1.7	6	27	-1	-1	-5	-2	-8	16
Cc1cc(F)ccc1S(=O)(=O)N1CCCOC1CNC(=O)C(=O)NCc1ccncc1 (stereo not drawn)	-0.1	-7	-8	-4	-6	1	0	-3	-2
CCOC(=O)c1ccc2c(c1)nc(C1CCN(S(=O)(=O)c3cccs3)CC1)n2CC	-0.7	0	22	-1	5	7	-1	25	-7
COc1ccc(CN2CCN(C(=O)c3cccc(OC)c3OC)CC2)cc1OC	0.2	10	-7	2	-3	1	1	11	2
CCOc1ccc(C(=S)N2CCCC2)cc1	1.0	8	19	0	-1	-1	5	5	-12
O=C(Nc1ccc(N2CCCCC2)cc1)c1ccccc1	-2.0	22	-20	-7	-5	22	-4	34	24
S=C(NCCc1ccc(Cl)cc1)NCc1ccco1	-0.6	34	-10	-3	0	24	-8	-1	18
S=C(Nc1ccccc1)N1CCCCCCC1	0.2	4	-31	-2	-2	2	2	0	-1
COc1ccc(C)cc1S(=O)(=O)NCCN1CCOCC1	0.0	3	8	-3	-3	10	0	4	7

An excerpt from above in order of length of the SMILES, smallest number first.
SMILES	UPR CHOP act	tim10-1 inh	Mdm2-MdmX inh	UPR XBP1 act	APJ ag	TIM10 inh	NR3A LBD binder	tim23-1 inh	NALP3 yeast inh
C=CCC1CCCCC12NC(=O)NC2=O (stereo not drawn)	1.4	-7	9	0	-4	8	0	8	-6
O=C(O)C1CCCCC1C(=O)Nc1ccccc1F (stereo not drawn)	1.8	2	18	0	-1	-12	0	14	3
COc1ccc(-c2ncncc2-c2ccccc2)c(O)c1	-1.1	17	41	1	-1	8	1	9	12

High-throughput results deposited in PubChem by Sanford-Burnham Center for Chemical Genomics.
